RGS4 inhibitor: human RGS4 inhibition; P49798; Transcreener GDP fluorescence polarization, RGS4-accelerated GTP hydrolysis; Potency, µM (top dose mostly 114 µM), inactives show at the highest dose activity change, negative = inhibition, hits mostly inhibitors; 390,000 compounds, 0.039% hits; note: potency is the fitted concentration of half-maximal effect; % is set by controls: 0 for no effect and ±100 for the full control effect; nearly all actives have a fitted effect of over 75% in size; some results filed as inactive show a strong effect at the top dose
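MLSMR compounds (23 nl, pin-transferred) preincubated 10 min at room temperature with a 500nM (2x) first reagent, then RGS4 at 900nM (2x) plus Transcreener GDP mix added; fluorescence polarization (620/688 nm) read before and after 90 min at 30 °C.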
G9a block: G9a (human) methyltransferase inhibition; Potency, µM (doses to about 102 µM), without a hit: top-dose activity, negative = inhibition, most hits filed as inhibitors; Q96KQ7; 350,000 compounds, 8.8% hits; G9a H3K9 monomethylation, AlphaScreen, 2 h; note: potency is the fitted concentration of half-maximal effect; % is set by controls: 0 for no effect and ±100 for the full control effect; nearly all actives have a fitted effect of over 75% in size
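Readings reflect AlphaScreen signal from monomethyl-H3K9 antibody detection. HMT at 20 nM; substrate b-H3K9 500 nM; cofactor SAM 20 uM; 2 h RT reaction; compounds tested as titrations in qHTS with 15 min preincubation.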
BAZ2B inh: blocks human BAZ2B | Q9UIF8 | AlphaScreen BAZ2B-H3K14Ac peptide displacement | Potency, µM (top dose mostly 114 µM), for inactives: at the highest dose activity change, negative = inhibition, usual class: inhibitors | 360,000 compounds, 4.4% hits | AID 504333; note: potency is the fitted concentration of half-maximal effect; % is set by controls: 0 for no effect and ±100 for the full control effect; nearly all actives have a fitted effect of over 60% in size
Target sequence (Q9UIF8 whole entry, looked up): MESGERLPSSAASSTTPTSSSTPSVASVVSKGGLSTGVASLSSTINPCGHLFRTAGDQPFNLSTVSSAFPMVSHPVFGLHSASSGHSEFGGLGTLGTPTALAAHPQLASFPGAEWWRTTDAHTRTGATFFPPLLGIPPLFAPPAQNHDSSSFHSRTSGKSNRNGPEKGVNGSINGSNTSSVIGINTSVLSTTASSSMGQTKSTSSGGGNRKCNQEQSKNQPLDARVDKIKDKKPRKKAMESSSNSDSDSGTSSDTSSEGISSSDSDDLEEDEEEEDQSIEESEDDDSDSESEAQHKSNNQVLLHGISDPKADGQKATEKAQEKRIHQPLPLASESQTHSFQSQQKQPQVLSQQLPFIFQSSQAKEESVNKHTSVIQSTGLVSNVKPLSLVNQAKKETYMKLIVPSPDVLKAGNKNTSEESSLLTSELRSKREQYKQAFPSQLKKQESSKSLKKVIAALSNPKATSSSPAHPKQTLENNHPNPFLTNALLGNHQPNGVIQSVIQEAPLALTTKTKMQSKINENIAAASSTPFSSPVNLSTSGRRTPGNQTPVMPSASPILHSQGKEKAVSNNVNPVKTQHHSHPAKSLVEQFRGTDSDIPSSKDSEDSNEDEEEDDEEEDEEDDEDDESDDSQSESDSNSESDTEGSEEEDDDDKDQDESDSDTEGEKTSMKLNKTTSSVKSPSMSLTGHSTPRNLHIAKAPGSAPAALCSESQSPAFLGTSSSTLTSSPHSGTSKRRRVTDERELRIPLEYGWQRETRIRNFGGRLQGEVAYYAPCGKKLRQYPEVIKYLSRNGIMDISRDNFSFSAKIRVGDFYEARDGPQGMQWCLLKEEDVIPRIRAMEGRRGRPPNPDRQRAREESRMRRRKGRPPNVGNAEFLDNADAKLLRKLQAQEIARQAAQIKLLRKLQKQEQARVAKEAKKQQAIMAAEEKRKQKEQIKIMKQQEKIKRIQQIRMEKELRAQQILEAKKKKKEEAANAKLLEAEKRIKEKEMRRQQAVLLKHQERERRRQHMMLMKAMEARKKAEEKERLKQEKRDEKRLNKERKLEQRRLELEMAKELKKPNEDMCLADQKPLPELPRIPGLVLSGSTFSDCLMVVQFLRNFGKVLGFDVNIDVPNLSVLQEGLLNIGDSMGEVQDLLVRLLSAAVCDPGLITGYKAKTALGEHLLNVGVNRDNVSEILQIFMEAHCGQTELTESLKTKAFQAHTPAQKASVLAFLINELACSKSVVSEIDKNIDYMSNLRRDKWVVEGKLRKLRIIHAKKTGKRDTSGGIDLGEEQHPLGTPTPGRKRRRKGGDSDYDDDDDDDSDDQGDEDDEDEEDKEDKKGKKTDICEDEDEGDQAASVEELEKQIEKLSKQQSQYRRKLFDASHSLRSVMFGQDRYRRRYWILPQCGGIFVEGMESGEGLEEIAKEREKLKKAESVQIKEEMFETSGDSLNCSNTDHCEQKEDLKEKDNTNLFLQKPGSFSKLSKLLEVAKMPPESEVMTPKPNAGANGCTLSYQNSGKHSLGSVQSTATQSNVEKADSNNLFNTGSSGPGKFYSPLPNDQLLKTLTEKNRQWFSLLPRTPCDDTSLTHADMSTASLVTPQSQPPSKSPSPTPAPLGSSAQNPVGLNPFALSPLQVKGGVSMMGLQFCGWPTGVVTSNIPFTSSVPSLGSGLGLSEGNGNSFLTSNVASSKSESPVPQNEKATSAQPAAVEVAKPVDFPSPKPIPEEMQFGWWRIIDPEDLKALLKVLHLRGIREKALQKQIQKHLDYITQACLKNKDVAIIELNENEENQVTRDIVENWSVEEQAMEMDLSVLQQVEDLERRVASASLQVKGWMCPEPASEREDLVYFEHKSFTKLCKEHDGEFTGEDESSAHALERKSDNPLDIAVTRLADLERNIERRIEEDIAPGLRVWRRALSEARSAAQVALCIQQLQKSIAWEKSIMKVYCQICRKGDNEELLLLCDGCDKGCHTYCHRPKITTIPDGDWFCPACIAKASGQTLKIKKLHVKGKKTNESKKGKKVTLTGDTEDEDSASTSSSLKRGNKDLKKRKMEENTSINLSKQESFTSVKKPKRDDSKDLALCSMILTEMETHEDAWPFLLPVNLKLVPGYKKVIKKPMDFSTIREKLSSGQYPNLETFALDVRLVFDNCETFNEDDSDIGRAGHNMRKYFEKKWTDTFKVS
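AlphaScreen displacement of biotin-H3(5-23)K14Ac peptide (50 nM final) from BAZ2B (50 nM final) in PBS pH 7.4, 0.01% Tween-20; complex preformed 30 min RT, then compounds (top 110 uM) 30 min RT, beads 20 min dark.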
JMJD2A Tudor inh: JMJD2A Tudor domain (human) inhibition | O75164 | AlphaScreen JMJD2A-Tudor / H3K4me3 peptide binding | Potency, µM (titrated, usually from 114 µM), for the others: top-dose activity change, negative = inhibition, actives largely listed as inhibitors | 390,000 compounds, 4.4% hits | AID 504339; note: potency is the fitted concentration of half-maximal effect; % is set by controls: 0 for no effect and ±100 for the full control effect; nearly all actives have a fitted effect of over 50% in size
HP1b binding inh: inhibitors of HP1-beta chromodomain binding to methylated histone tails; P83916; AlphaScreen HP1-beta / biotin-H3K9me3 peptide binding; Potency, µM (series often up to 114 µM), for inactives: at the top dose activity change, negative = inhibition, hits mostly inhibitors; 390,000 compounds, 0.56% hits; AID 540317; note: potency is the fitted concentration of half-maximal effect; nearly all actives have a fitted effect of over 70% in size; inactives centre near 23
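HP1-beta protein (50 nM final) preincubated 30 min at room temperature with biotinylated H3(1-18)K9me3 peptide (50 nM) in PBS pH 7.4, 0.01% Tween-20, then compound added for 30 min. AlphaScreen streptavidin donor/nickel chelate acceptor beads (10 ug/mL final), 30 min dark, luminescence read.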
ALOX12 inh: ALOX12 (human) lipoxygenase inhibition; AID 1671190; 580,000 compounds, 1.1% hits; Potency, µM (titrated, usually from 108 µM), without a hit: top-dose activity change, negative = inhibition, hits mostly inhibitors; purified 12hLO, xylenol orange hydroperoxide absorbance; P18054; note: potency is the fitted concentration of half-maximal effect; % is set by controls: 0 for no effect and ±100 for the full control effect
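Purified human 12hLO at 150 nM in 25 mM Hepes, 0.01% Triton X-100, pH 7.0, preincubated 15 min at room temperature with compound. Reaction started with 40 uM arachidonic acid, 30 min at room temperature. Hydroperoxide measured by Fe-xylenol orange, 573/405 nm absorbance ratio.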
GLS inh: inhibitors of human glutaminase (GLS); O94925; GLS enzymatic activity, qHTS titration; Potency, µM (top dose mostly 45.5 µM), inactives show top-dose activity change, negative = inhibition, usual class: inhibitors; 410,000 compounds, 0.21% hits; AID 624170; note: potency is the fitted concentration of half-maximal effect; % is set by controls: 0 for no effect and ±100 for the full control effect
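hKGA in 45 mM KH2PO4 pH 8.2, 0.02% Tween-20 with pin-transferred compounds; 1 mM L-glutamine (stock) plus glutamate oxidase/HRP/Amplex Red coupling added. Fluorescence read initially and after 30 min at RT.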
PI4K2A block: PI4K2A (human) kinase inhibition; purified PI4K2A, ADP-Glo luminescence, 1 h; stronger effect = lower value; activity change, negative = inhibition, % at 76.9 µM; 420,000 compounds, 0.13% hits; in the data active = activity change below about -50%; inconclusive = mostly about -30% to -49%;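 note: -100% = wells without enzyme as full effect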
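PI4K2A activity was measured by ADP-Glo luminescence: enzyme (4 ug/mL stock) and phosphatidylinositol (1.2 mM stock) in Tris pH 7.5/MgCl2/EGTA/Triton X-100 buffer were reacted with ATP (300 microM stock) for one hour at ambient temperature.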
ERG-DNA inh: ERG Ets/DNA interaction inhibition. P11308. fluorescence polarization, His-ERG Ets domain / labelled DNA. Potency, µM (top dose mostly 76.9 µM), without a hit: top-dose FP activity, negative = inhibition, actives largely listed as inhibitors. 370,000 compounds, 0.028% hits. AID 624246; active = well fitted inhibition curve with a large enough effect in the polarisation, with a control signal flat; inconclusive = small, poorly fitted or top-dose-only effect, or effect the other way, or a change in a side signal; inactive = no such curve, though single readings can be large or run the other way; the % refers to the polarisation;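 note: polarization taken with two DNA probes labelled with fluorescein and Texas red; potency is the fitted concentration of half-maximal effect; % of control where 0% means no effect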
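His-tagged ERG Ets domain (1 uM in the protein solution; 300mM KCl, 50mM Tris-HCl, 1mM EDTA, 1mM DTT, pH 7.5) received compound, then a probe mix of 5 nM fluorescein-DNA and 100nM Texas-615-DNA. Fluorescence polarization was read for both dyes.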
The depositor's hits bear a star; ? = inconclusive; . = no result given; & = joins results of further samples; ! = not confirmed by another sample; [ ] = another dose, or the depositor's remark. Unless noted, calls come from the whole dose curve; as a rule, active = well fitted curve in the direction sought with a large enough effect; inconclusive = small, poorly fitted or top-dose-only effect, or another doubt; inactive = no such curve, though single readings can be large; an effect the other way counts as inactive or inconclusive. The list is partial; count on the stated rates, not on these rows.

RGS4 inhibitor,G9a block,BAZ2B inh,JMJD2A Tudor inh,HP1b binding inh,ALOX12 inh,GLS inh,PI4K2A block,ERG-DNA inh,molecule
7%,20%[12.7 µM],-12%,-4%,47%[activator],0%,10%,3,0%,O=C(Cc1cccc2ccccc12)NNC(=O)Nc1cccc(Cl)c1
-32%,-27%,-15%,-4%,28%,-11%,-1%,10,59%[activator],Cc1cc(NC(=O)CN2C(=O)/C(=C/c3cccc(Br)c3)SC2=S)no1
5%,-5%,-8%,-3%,23%,-14%,-16%,1,11%,COc1ccc(Cl)cc1N(CC(=O)N1CCCCC1)S(C)(=O)=O
-11%,11%[59 µM],-5%,-17%,35%,-13%,-1%,5,-10%,CCCCC(=O)Nc1ccc(NC(=O)c2cc(OC)c(OC)c(OC)c2)cn1
3%&11%,2%[0.501 µM],?,-23%&11%,19%&9%,0%&0%,6%,0&2,-2%&8%,N#C/C(=N\O)c1nc(-c2ccccc2)cs1
-2%,57%[activator],-2%,3%,31%,?,-15%,3,10%,CC(C)CN(C(=O)COC(=O)c1nc(Cl)ccc1Cl)c1c(N)n(Cc2ccccc2)c(=O)[nH]c1=O
-19%,-2%,-4%,-12%,33%,-11%,0%,-4,-2%,Cc1ccc(S(=O)(=O)N2c3ccc(S(N)(=O)=O)cc3CC2C)cc1 (stereo not drawn)
19%,-2%,10%,-12%,17%,6%,7%,2,8%,CCC(C)NC(=O)CC(NS(=O)(=O)c1ccc(NC(C)=O)cc1)C(C)C (stereo not drawn)
3%,-6%[59 µM],-4%,-4%,24%,-25%,1%,2,-7%,O=C(CSc1nc2ccsc2c(=O)n1-c1ccc(Cl)cc1)NCc1ccc(Cl)cc1
-16%,-35%[59 µM],-13%,-24%,-27%,?,4%,1,-2%,CCOC(=O)c1scc(-c2ccc(C)cc2)c1S(=O)(=O)Nc1ccc(F)c(F)c1
12%[56.9 µM],-5%,-15%,-11%,61%[activator],-18%,1%,-5,15%,O=C(c1ccc(NS(=O)(=O)c2ccc3c(c2)OCCO3)cc1)N1CCCCC1
11%,-33%,-16%,-24%,20%,-14%,11%,-9,1%,COc1ccc(CCNC(=O)CSc2ccsc2[N+](=O)[O-])cc1OC
14%,-24%[59 µM],-11%,-6%,25%,-20%,1%,0,-4%,Cc1nnc(SCC(=O)NCc2ccccc2Cl)c2nn(-c3ccccc3)c(C)c12
0%[11.4 µM],1%,1%,10%[57.1 µM],28%,4%,-9%,-6,1%,Cc1ccc(C(OC(=O)c2ccco2)C(=O)NCc2cccs2)cc1 (stereo not drawn)
-44%,11µM*,?,-25%,1%,-12%,0%,-1,2%,Cc1ccc2nc(SCC(=O)Nc3ccc(C)c([N+](=O)[O-])c3)[nH]c2c1
-12%,.,10%,-14%,30%,0%,-1%,-2,-23%,CCc1ccc(-n2nnnc2SCC(=O)Nc2ccc(NC(C)=O)cc2)cc1
-7%[11.4 µM],32µM*,56µM*,?,?,0%,11%,2,-1%,Cc1ccc(C(=O)CSc2nccn2-c2ccccc2)cc1
3%,-1%,-4%,-16%,18%,19%,12%,2,-4%,CCOC(=O)c1c(NC(=O)C2CCCO2)sc(C)c1C (stereo not drawn)
0%,-38%,-5%,-28%,12%,233%[activator],15%,2,8%,COc1cc2nc(CN3C(=O)c4ccccc4C3=O)oc(=O)c2cc1OC
2%,-1%,0%,-13%,-1%,7%[57.4 µM],-1%,5,-5%,Cc1ccc(S(=O)(=O)/N=C(\CN2CCCCC2)N2CCOCC2)cc1
44%,13µM*,-24%,-31%,-13%,.,-20%,-4,?,CCN(CCNC(=O)c1ccc(C#N)cc1)c1cccc(C)c1
-24%,-6%[59 µM],6%,0%,35%,?,4%,-4,3%,Cc1cc(C)cc(NS(=O)(=O)c2ccc(-c3cc(C)no3)s2)c1
-13%,.,2%,-11%,17%,1%,-7%,2,-5%,CCOC(=O)N1CCN(C(=O)CCn2nc(-c3ccccc3)ccc2=O)CC1
-10%,-21%,3%,0%,36%,-11%,-1%,4,8%,CP(C)(=O)CCP(=O)(c1ccccc1)c1ccccc1
-2%,32µM*,-11%,25µM*,19%,-21%,-6%,-1,5%,S=c1[nH]nc(-c2cccnc2)n1-c1ccc2c(c1)OCCO2
20%,?,-14%,-28%,16%,?,0%,0,-2%,CCCn1c2ccccc2c2cnn(CC(=O)NCC3CCN(Cc4ccc(C)cc4)CC3)c(=O)c21
-9%,.,.,-18%,5%[57 µM],-1%,-3%,-3,3%,O=C(CSc1ncccn1)Nc1ccc2c(c1)OCO2
4%,-8%,?,-31%,4%,?,1%,2,.,O=C(CC1CCCCC1)N1CCCC(c2nc(-c3ccc(S(=O)(=O)N4CCCC4)cc3)no2)C1 (stereo not drawn)
14%,2%[2.33 µM],-27%,-3%,42%[activator],1%,0%,-3,.,N#CCCN(C(=O)CSc1nnc(-c2ccncc2)n1C1CC1)c1ccccc1
7%,2%[0.501 µM],9%,-10%,20%,14%,2%,0,0%,O=C(CN1CCN(C(=O)CCC(=O)N2CCC(c3ccccc3)=N2)CC1)Nc1ccc(F)cc1
3%,15%,?,-18%,13%,5%,-1%,4,-7%,Cc1ccc[n+](C(C)C(=O)Nc2ccc(C)c(C)c2)c1 (stereo not drawn)
-8%,-1%[59 µM],3%,-21%,16%,?,15%,3,1%,COc1cccc(CNC(=O)c2cc(-c3ccc(Cl)s3)nc3ccccc23)c1
1%,-7%,-4%,-23%,10%,4%,16%,6,-3%,O=C(CN1CCN(C/C=C/c2ccccc2)CC1)Nc1ccc(F)cc1F
-18%,-1%,1%,-18%,18%,25%,-4%,-2,2%,O=C(COc1cccnc1[N+](=O)[O-])NCCc1ccccc1
17%,.,0%,-10%,14%,-10%,6%,2,2%,COCCNC(=S)NC1CC2CCC(C1)N2Cc1ccccc1 (stereo not drawn)
5%,11%[59 µM],-3%,-9%,40%[activator],-20%,-18%,-4,.,O=C(Nc1cccnc1)c1cnn2cccnc12
-5%,-3%,2%,-5%,7%,0%,3%,-10,-7%,Clc1ccc(Nc2ccccc2)nn1
4%,-6%[59 µM],?,-31%,14%[57 µM],0%,1%,5,3%,COc1ccc(Cn2c(CO)cnc2SCC(=O)Nc2ccc3c(c2)OCCO3)cc1
0%,?,-31%,-35%,1%,-20%,13%,2,-5%,Cc1cc(C(=O)CCC(=O)N2CCN(c3ccccc3)CC2)c(C)s1
-6%,9%,11%,-11%,27%,6%,5%,-4,-3%,Cc1ccc(S(=O)(=O)CCC(=O)NCCN2C(=O)S/C(=C\c3ccccc3)C2=O)cc1
-2%,-40%[12.7 µM],-36%,-23%,21%,204%[activator],16%,-9,-1%,CC(Oc1ccc(Br)cc1)C(=O)Nc1ccc(S(=O)(=O)Nc2nccs2)cc1 (stereo not drawn)
-25%,3.5µM*,-18%,?,23%,?,2%,-21,-6%,COc1cc(-c2n[nH]c(=S)n2Cc2ccccc2)cc(OC)c1OC
-13%,45µM*!,-33%,-10%,17%,-12%,-7%&42%,0&3,-6%,Cc1c(Cl)cccc1Nc1ccccc1C(=O)O
-11%[56.9 µM],28µM*,40µM*,50µM*,-23%,?,80%[activator],1,0%,CCOc1c(Br)cc(CNc2ccc(N3CCN(C(C)=O)CC3)cc2)cc1OC
-20%,.,-38%,-34%,7%,-11%,-2%,1,-19%,COc1ccc(C2CC(=O)C3=C(C2)NC(C)=C(C(=O)Nc2ccccc2C)C3c2coc3ccc(C)cc3c2=O)cc1OC (stereo not drawn)
-18%,-1%[59 µM],3%,0%,192%[activator],0%,0%,18,-1%,NC1=NC(=Nc2ccc(S(=O)(=O)N3CCOCC3)cc2)c2ccccc21
7%,14%[59 µM],1%,-4%,6%,?,0%,-3,-1%,Cc1ccccc1OCC(=O)Nc1ccccc1C(=O)OCc1cc(=O)n2nc(C3CC3)sc2n1
-31%,.,?,0.79µM*,?,?,1%,-3,-4%,O=C(CN1CCCC1)Nc1ccc(OC(F)(F)F)cc1
23%,-25%,-26%,-23%,13%,-1%,0%,-2,10%,CCN(CC)S(=O)(=O)c1cccc(NC(=O)COC(=O)C2CC3C=CC2C3)c1 (stereo not drawn)
29%,7%[12.7 µM],-32%,-29%,-5%,-15%,0%,2,8%,O=C(CSc1nc2ccccc2c(=O)n1CCCN1CCOCC1)c1c[nH]c2ccccc12
-6%,9%,-3%,-8%,4%,-27%&8%,-8%,-2,-11%,CCCCOCCCNC(=O)N[C@H](C(=O)O)C(C)CC (stereo partly drawn)

Printed as active in BAZ2B inh, of those listed so far:
RGS4 inhibitor,G9a block,BAZ2B inh,JMJD2A Tudor inh,HP1b binding inh,ALOX12 inh,GLS inh,PI4K2A block,ERG-DNA inh,molecule
-7%[11.4 µM],32µM*,56µM*,?,?,0%,11%,2,-1%,Cc1ccc(C(=O)CSc2nccn2-c2ccccc2)cc1
-11%[56.9 µM],28µM*,40µM*,50µM*,-23%,?,80%[activator],1,0%,CCOc1c(Br)cc(CNc2ccc(N3CCN(C(C)=O)CC3)cc2)cc1OC

Bioassay records as filed in PubChem BioAssay.
